uPA surface inh = qHTS for Inhibitors of Cell Surface uPA Generation | cell surface uPA generation assay, qHTS | hit rate 0.31% among 330,000 | Potency, µM (top dose mostly 38.3 µM), for the others: top-dose activity change, negative = inhibition, most hits filed as inhibitors | AID 540303, 2011; active = well fitted inhibition curve with a large enough effect; inconclusive = small, poorly fitted or top-dose-only effect; inactive = no such curve, though single readings can be large or run the other way; tested in mouse RAW 264.7 cells; note: potency is the fitted concentration of half-maximal effect; % is set by controls: 0 for no effect and ±100 for the full control effect; nearly all actives have a fitted effect of over 55% in size
TSHR antagonist = Antagonists of the Thyroid Stimulating Hormone Receptor: HTS campaign | hit rate 0.2% among 330,000 | activity change, negative = inhibition, % at 11.5 µM | TSHR-expressing cells, TSH-stimulated cAMP HTRF, 2 h; hits give low values | AID 504810, 2011 | Thyrotropin receptor (Homo sapiens), P16473;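 active = activity change below a set negative limit, meaning inhibition stronger than a set level, cut at about -70% in these data; inconclusive = activity change between two set negative limits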; note: % is set by controls: 0 for no effect and ±100 for the full control effect
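Freshly harvested TSHR cells receive pin-tooled compound, then EC80 TSH at 4nM final. After 2 hours at 37 deg C, antibody in lysis buffer and cAMP-d2 are added; 30 minutes at ambient temperature precede the HTRF read.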
TCR activator = Activators of T cell receptors: qHTS campaign. Potency, µM (series often up to 9.22 µM), for the others: top-dose activation of IL-2 secretion, actives largely listed as activators. AID 504894, 2011. 330,000 tested, under 10 active. primary human leukocytes, anti-CD3, IL-2 HTRF, 48 h; note: % of control where 0% means no effect
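Activity was scored as IL-2 release from primary human leukocytes given only a TCR signal (a-CD3 beads) plus compound for 48 hr. Detection used a two-antibody HTRF format read at 665nm.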
USP2a block = qHTS Assay for Inhibitors of Ubiquitin-specific Protease USP2a Using CHOP2 as the Reporter. USP2 core, Ub-CHOP2 coupled fluorogenic reporter, 485/531. Potency, µM (top dose mostly 38.3 µM), for the others: at the top dose activity change, negative = inhibition, hits mostly inhibitors. hit rate 0.01% among 330,000. AID 463254, 2010;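 note: potency is the fitted concentration of half-maximal effect; plate controls were DMSO wells for no effect and full inhibition by NEM control for full effect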
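Deubiquitinase activity read as fluorescence (485/531 nm) after Ub-CHOP2 cleavage activates the enterokinase reporter on its substrate; USP2 core 10nM, Ub-CHOP2 and substrate 25nM each, 30min compound preincubation then 60min RT; data normalized to NEM, curves fitted.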
Tb PFK inh = qHTS Assay to Find Inhibitors of T. brucei phosphofructokinase. hit rate 0.17% among 330,000. Potency, µM (series often up to 57.5 µM), for inactives: at the top dose activity, negative = inhibition, actives largely listed as inhibitors. T. brucei PFK, ADP-Glo luminescence;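 note: potency is the fitted concentration of half-maximal effect; 0% = uninhibited 1x PFK enzyme wells and -100% = no-enzyme wells; nearly all actives have a fitted effect of over 60% in size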
Target sequence (O15648 whole entry, looked up): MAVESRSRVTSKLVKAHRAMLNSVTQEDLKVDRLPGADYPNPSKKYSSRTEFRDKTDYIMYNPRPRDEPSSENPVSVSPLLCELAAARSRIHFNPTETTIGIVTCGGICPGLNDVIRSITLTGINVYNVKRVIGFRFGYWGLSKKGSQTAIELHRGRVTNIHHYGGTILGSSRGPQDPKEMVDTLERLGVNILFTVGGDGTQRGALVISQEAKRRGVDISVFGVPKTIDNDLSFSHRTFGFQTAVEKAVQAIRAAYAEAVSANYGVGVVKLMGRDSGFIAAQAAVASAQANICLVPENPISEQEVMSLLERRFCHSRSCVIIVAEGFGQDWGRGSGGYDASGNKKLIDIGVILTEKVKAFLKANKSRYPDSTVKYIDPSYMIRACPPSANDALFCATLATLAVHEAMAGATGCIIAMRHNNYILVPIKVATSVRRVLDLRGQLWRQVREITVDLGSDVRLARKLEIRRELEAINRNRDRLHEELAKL
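1.25 nM PFK with 0.5 mM F6P and 0.1 mM ATP in 0.1 M TEA pH 8.0, 5 mM MgCl2, incubated 45 min at room temperature; ADP measured by ADP-Glo luminescence; compounds titrated up to 57 uM.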
Mito fusion yeast = qHTS Assay for Small Molecule Inhibitors of Mitochondrial Division or Activators of Mitochondrial Fusion. S. cerevisiae fusion-defective mutant growth rescue, CellTiterGlo 48 h. Potency, µM (doses to about 46.1 µM), inactives show top-dose growth rescue (activation), hits mostly activators. hit rate 0.23% among 320,000. AID 485298, 2010;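 note: potency is the fitted concentration of half-maximal effect; % of control where 0% means no effect; nearly all actives have a fitted effect of over 45% in size; temperature-sensitive fusion mutants such as fzo1-1 at 37 °C on non-fermentable ethanol glycerol medium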
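Compounds are tested for their ability to restore growth of mitochondrial fusion-defective yeast strains at non-permissive 37C in YPEG medium over 48 hours. Viability is quantified by luciferase luminescence.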
PTAP TSG101 blk = qHTS Assay for Iinhibitors of HIV-1 Budding by Blocking the Interaction of PTAP/TSG101; Tumor susceptibility gene 101 protein (Homo sapiens), Q99816; Fluorescence polarization, FITC-PTAP peptide / Tsg101 binding; Potency, µM (doses to about 115 µM), without a hit: at the highest dose activity change, negative = inhibition, hits mostly inhibitors; 340,000 tested, under 10 active; AID 493005, 2010; active = well fitted inhibition curve with a large enough effect in the main read-out, with a control signal flat, not every such curve was filed as active; inconclusive = small, poorly fitted or top-dose-only effect, or effect the other way, or a change in a side signal; inactive = no such curve, though single readings can be large or run the other way; note: potency is the fitted concentration of half-maximal effect; % of control where 0% means no effect
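Fluorescence anisotropy tracks displacement of a FITC-tagged PTAP peptide (50 nM) from the Tsg101 binding domain (10 uM), following a 20 min room-temperature incubation at pH 7.5.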
B2AR arrestin = qHTS assay of beta-arrestin-biased ligands of beta2-adrenergic receptor. Beta-2 adrenergic receptor (Homo sapiens), P07550. beta-arrestin recruitment to beta2AR, cell-based reporter. Potency, µM (series often up to 46.1 µM), for the others: at the top dose activation, usual class: activators. hit rate 0.02% among 330,000. AID 492947, 2010;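 note: potency is the fitted concentration of half-maximal effect; 0% = DMSO controls and full agonism = EC100 isoproterenol or metaproterenol; nearly all actives have a fitted effect of over 65% in size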
BCR signal inh = qHTS Assay to Find Inhibitors of Chronic Active B-Cell Receptor Signaling; Potency, µM (doses to about 46.1 µM), for the others: at the top dose ratio change, negative = lower green/red ratio, hits mostly inhibitors; hit rate 0.05% among 340,000; ABC-DLBCL IkBa-CBG/CBR reporter, luminescence ratio, 4 h; AID 493014, 2011; active = well fitted inhibition curve with a large enough effect in the signal ratio, with a control signal flat, not every such curve was filed as active; inconclusive = small, poorly fitted or top-dose-only effect, or effect the other way, or a change in a side signal; the % refers to the signal ratio;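 note: potency is the fitted concentration of half-maximal effect; plate controls were basal doxycycline-induced cells for no effect and cells given 10 µM MG132 for full effect; MG132 reads +100%, hits lower the ratio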
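TMD8 ABC-DLBCL cells carrying doxycycline-inducible green luciferase fused to IkappaBalpha plus unfused red luciferase were exposed to compounds (up to 46 uM) for 4 hrs at 37C. Activity came from the overlap-corrected green/red luminescence ratio.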
ELG1 DNA repair = qHTS screen for small molecules that inhibit ELG1-dependent DNA repair in human embryonic kidney (HEK293T) cells expressing luciferase-tagged ELG1 | hit rate 2.3% among 330,000 | Potency, µM (titrated, usually from 46.1 µM), for inactives: at the top dose activity change, negative = inhibition, most hits filed as inhibitors | HEK293T ELG1-luciferase reporter, luminescence, 16 h; DNA damage induced by 5-fluorouridine | AID 504467, 2011; note: potency is the fitted concentration of half-maximal effect; % is set by controls: 0 for no effect and ±100 for the full control effect; nearly all actives have a fitted effect of over 55% in size
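DMSO vehicle served as the neutral condition. Each well held 2,000 cells given 5-fluorouridine plus compound; after 16 hr at 37 °C/5% CO2, ONE-Glo was added and luciferase measured 30 min later.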
Eya2 inh = qHTS Assay for Inhibitors of the Phosphatase Activity of Eya2. Protein phosphatase EYA2 (Homo sapiens), O00167. Potency, µM (titrated, usually from 76.9 µM), inactives show at the top dose activity, negative = inhibition, hits mostly inhibitors. AID 488837, 2010. recombinant Eya2, OMFP fluorescence dephosphorylation (OMFP is methylfluorescein phosphate). hit rate 0.006% among 330,000; note: potency is the fitted concentration of half-maximal effect; % is set by controls: 0 for no effect and ±100 for the full control effect
Target sequence (O00167 whole entry, looked up): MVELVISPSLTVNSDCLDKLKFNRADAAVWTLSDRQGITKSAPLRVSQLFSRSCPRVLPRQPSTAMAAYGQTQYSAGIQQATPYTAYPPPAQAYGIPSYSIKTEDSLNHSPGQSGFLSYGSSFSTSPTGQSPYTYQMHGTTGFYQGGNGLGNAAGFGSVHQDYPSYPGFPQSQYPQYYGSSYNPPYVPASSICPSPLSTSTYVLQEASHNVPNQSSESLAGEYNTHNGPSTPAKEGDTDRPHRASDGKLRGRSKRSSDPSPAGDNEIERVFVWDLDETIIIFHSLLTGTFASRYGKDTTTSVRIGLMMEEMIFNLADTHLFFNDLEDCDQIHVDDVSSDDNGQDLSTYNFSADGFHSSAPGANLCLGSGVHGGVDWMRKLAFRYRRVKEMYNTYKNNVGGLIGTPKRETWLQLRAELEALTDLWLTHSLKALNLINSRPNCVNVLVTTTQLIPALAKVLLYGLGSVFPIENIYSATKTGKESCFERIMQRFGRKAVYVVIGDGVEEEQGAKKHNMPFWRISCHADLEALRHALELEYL
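Eya2 (0.2 uM) preincubated 10 min at ambient with compound, then OMFP substrate added at 50 uM; 10 min reaction in 50 mM HEPES pH 7.5, 50 mM NaCl, 5 uM MgCl2, 0.05% BSA, 1 mM DTT. Fluorescence read at Ex 485/Em 525 nm.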
The depositor's hits bear a star; ? = inconclusive; . = no result given; & = joins results of further samples; [ ] = another dose, or the depositor's remark. Unless noted, calls come from the whole dose curve; as a rule, active = well fitted curve in the direction sought with a large enough effect; inconclusive = small, poorly fitted or top-dose-only effect, or another doubt; inactive = no such curve, though single readings can be large; an effect the other way counts as inactive or inconclusive.

SMILES	uPA surface inh	TSHR antagonist	TCR activator	USP2a block	Tb PFK inh	Mito fusion yeast	PTAP TSG101 blk	B2AR arrestin	BCR signal inh	ELG1 DNA repair	Eya2 inh
COc1ccc(CCNC(=O)c2ccc3nc(N4CCOCC4)sc3c2)cc1OC	-6.8%	4.9	-5.4%	0.9%	2.3%	-5.6%	-4.1%	0.4%	-0.8%	?	-9.4%
COc1cc(CCC(=O)OCC(=O)Nc2ccc(F)c(F)c2F)cc(OC)c1OC	0.1%	4.8	-0.1%	-1.1%	2.1%	4.8%	-3.4%	-0.4%	-1.3%	?	15.0%
NC(=S)c1cnn2c(-c3cccc(C(F)(F)F)c3)ccnc12	-9.4%	-32.3	-8.5%	2.8%	3.9%	-18.4%	5.6%	0.3%	?	0.3%	-14.8%
O=C1CN(C(=O)NCC(=O)N[C@@H](C(=O)O)c2ccccc2)c2ccccc2N1	6.4%	31.4	2.0%	-13.1%	0.0%	3.8%	-1.8%	-0.8%	-1.3%	-3.4%	-8.8%
Cc1noc(C)c1CS(=O)(=O)c1ccc([N+](=O)[O-])cc1	-2.0%	24.7	2.0%	7.5%	0.8%	-2.7%	-0.5%	-0.4%	0.9%	-4.4%	-7.1%
COc1cc2[nH]c(=O)n(CCC(=O)NC3CCCC3)c(=O)c2cc1OC	-1.7%	-3.6	-5.1%	1.6%	-4.0%	-3.3%	-3.1%	-0.2%	-0.9%	11.9%	-37.4%
CCC(C)NC(=O)Cc1ccc(-c2ccccc2)cc1 (configuration not stated)	-6.6%	-2.8	5.4%	2.1%	2.8%	4.5%	-1.3%	-0.2%	6.7%	-16.3%	-19.9%
CN(C)S(=O)(=O)c1ccc(C(=O)OCc2ccc(C#N)cc2)cc1	-3.7%	2.8	-0.6%	-0.3%	0.2%	-2.4%	-4.2%	0.1%	19.9%	-6.6%	-5.5%
CCOC(=O)c1c(C)[nH]c(C)c1S(=O)(=O)N(C)CC(=O)Nc1ccccc1F	-12.4%	-4.0	-32.6%	1.0%	-0.4%	-1.6%	-1.4%	-0.9%	-0.3%	3.0%	-15.8%
CCOc1cc2[nH]c(=O)n(CCCC(=O)NCc3ccc(OC)cc3)c(=O)c2cc1OCC	.	0.7	6.0%	1.8%	-3.0%	-2.5%	-2.2%	-1.2%	-15.7%&5.4%	?	-9.4%
Cc1ccc(NC(=O)CSc2nnnn2-c2cccnc2)c(C)c1	0.9%	1.6	9.2%	0.4%	-0.5%	-3.3%	-6.8%	-0.9%	0.9%	-3.0%	0.0%
O=C(CSc1nnc(Cc2ccccc2)o1)N1CCc2ccccc21	-0.9%	5.7	-4.8%	1.2%	-1.8%	3.7%	-1.9%	-0.6%	10.2%	4.2%	-1.2%
Cc1nn(-c2ccccc2)c(OC(=O)c2cccs2)c1S(=O)(=O)c1ccc([N+](=O)[O-])cc1	.	2.0	-0.2%	7.8%	3.9%	-3.2%	-1.1%	3.6%	?	-0.6%	12.4%
Cn1c(NC(=O)C2CCCC2)cc(=O)n(C)c1=O	16.2%	2.2	-5.4%	-1.5%	-2.7%	1.5%	-0.9%	0.2%	-2.5%	?	9.1%
Nn1c(SCC(=O)Nc2ccc3c(c2)OCO3)nnc1-c1ccc(Cl)cc1	-1.6%	-5.2	-1.9%	1.9%	2.4%	-3.1%	-0.7%	-0.7%	1.1%	-0.6%	-16.2%
O=C(c1ccco1)N1CCN(S(=O)(=O)c2cccc(Cl)c2)CC1	1.2%	-1.1	-4.9%	-0.2%	-5.2%	3.8%	-2.4%	-0.6%	2.4%	-1.2%	1.3%
COC(=O)c1sc(NC(=O)CSc2nnnn2-c2ccc(C)cc2C)nc1C	-0.3%	-3.7	2.2%	-0.6%	-0.5%	2.8%	-6.5%	-0.1%	?	-0.1%	0.4%
COc1nc(N/N=C/c2ccc(-c3ccccc3[N+](=O)[O-])o2)nc(N2CCOCC2)n1	11.5%	0.8	-0.1%[46.1 µM]	-3.9%	-8.3%	3.3%	-2.1%	4.2%	?	?	-11.0%
c1cc(CNCC2CCCO2)ccn1 (configuration not stated)	-0.6%	8.6	-1.8%	10.6%	-0.7%	-6.8%	2.4%	-0.1%	6.7%	17.8%	6.1%
O=C(CN1CCN(c2ccc(F)cc2)CC1)Nc1ccc(-n2cnnn2)cc1	-0.8%	-9.6	7.7%[46.1 µM]	1.8%	-1.4%	1.7%	-11.3%	0.0%	-3.6%	14.4%	-0.6%
Cc1nc(C)c(/C(O)=C/c2nc3ccc([N+](=O)[O-])cc3oc2=O)o1	.	14.3	.	-0.9%	?	0.1%	.	0.1%	21.9%	-45.8%	-11.8%
NC(=O)c1c(NC(=O)c2ccncc2)sc2c1CCCCCC2	-0.2%	-2.6	4.2%	2.8%	0.1%	2.6%	-4.7%	-0.2%	5.5%	?	4.7%
c1ccc(CCn2nnnc2CN2CCCc3ccccc32)cc1	-4.4%	2.4	3.1%	1.9%	0.8%	24.6%	-15.1%	0.5%	4.7%	-8.0%	2.3%
COc1ccc(-c2csc(NS(=O)(=O)c3ccc([N+](=O)[O-])cc3)n2)cc1	3.9%	-15.6	-22.8%[46.1 µM]	-8.7%	?	13.5%	-1.1%	-0.6%	?	-1.3%	6.6%
COc1ccc(Cc2nc3ccc(C(=O)NCCn4ccnc4C)cc3o2)cc1OC	7.9%	-4.2	1.2%	4.9%	1.2%	-0.5%	-3.9%	0.5%	0.8%	-4.5%	-3.9%
Cc1csc2ncnc(N3CCN(S(=O)(=O)c4cccc(C(F)(F)F)c4)CC3)c12	?	-41.2	-9.5%	2.7%	0.7%	21.0%	.	4.0%	-0.2%	?	-1.2%
CCOC(=O)Nc1sc(NS(=O)(=O)c2ccc(C)cc2)nc1C	1.6%	-3.4	1.8%	1.4%	-3.1%	2.6%	-3.1%	-0.1%	4.2%	11.8%	-28.2%
Cc1ccc2nc(NC(=O)CSc3nc4ccccc4o3)sc2c1	-0.8%	-23.2	-3.6%	2.0%	3.1%	0.9%	-1.9%	0.5%	1.7%	?	12.6%
FC(F)(F)c1cnc(Oc2ccc(-c3nnco3)cc2)c(Cl)c1	4.3%	21.2	3.9%	0.2%	-0.9%	9.6%	-5.5%	-0.4%	3.0%	?	-4.7%
Cc1ccc2cc(/C=N/NC(=O)[C@@H]3CCCN3)c(Cl)nc2c1	-2.9%	-0.9	10.4%	-0.8%	10.8%	0.2%	0.6%	-0.2%	3.5%	12.9%	-7.8%
COc1ccc(CC(=O)N/N=C/c2cccn2-c2ccc([N+](=O)[O-])cc2)cc1OC	-4.2%	-5.3	-3.1%[46.1 µM]	0.0%	6.1%	-9.7%	-1.4%	0.1%	0.2%	?	-15.3%
O=C(O)c1cccnc1SCC(=O)N1CCCc2ccccc21	5.8%	1.6	11.5%	1.1%	0.5%	5.4%	0.0%	-0.7%	5.9%	?	-8.2%
COc1ccc(C2(c3ccc(OC)cc3)NC(=O)N(CC(=O)NC3(C#N)CCCC3)C2=O)cc1	-0.4%	-4.9	-0.1%	-0.2%	-1.0%	-0.5%	-1.3%	-0.1%	-0.2%	6.9%	17.8%
